Assay outcomes as filed in PubChem BioAssay.
FN deposit inh = inhibitors of fibronectin matrix deposition, primary screen, AH1F cells, Alexa488-fibronectin fluorescence, plate reader | inhibition, % at 12.6 µM | AH1F fibroblasts, overnight | 0.086% of 350,000 active;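 active = mean inhibition across replicates of 30% or more, regardless of how many single replicates reach that level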;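 note: positive control wells lacked labelled fibronectin entirely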
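Schedule: 1 h cell adhesion before compound, then overnight fibronectin incubation; test system: AH1F fibroblast monolayer depositing Alexa488-labelled fibronectin into matrix; quantity: 10000 AH1F cells per well; probe or stimulus: fluorescent fibronectin at 24 nM final; signal: fluorescence, ex 485 nm, em 525 nm; evaluation: percent inhibition as loss of matrix-bound fibronectin fluorescence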
PGC1a acetyl inh = inhibitors of PGC1a acetylation signal, primary screen, cell-based, U2OS, AlphaScreen, inhibitor mode | AlphaScreen anti-acetyl-lysine; with virally co-expressed GCN5 acetyltransferase | 0.17% of 350,000 active | inhibition, % at 15.6 µM;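 active = every replicate shows inhibition of at least 40%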;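 note: 0% = neutral control wells and 100% = positive control wells; some results beyond the cut were filed as inactive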
LGR2 inh = inhibitors of bursicon-induced LGR2 CRE-luciferase signal, primary screen, cell-based, HEK293, CRE-luciferase reporter, bursicon stimulation. Drosophila bursicon receptor LGR2 (rickets). bursicon-stimulated, 4 h. inhibition, % at 9.99 µM. 0.35% of 380,000 active;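 active = drop in luminescence signal, shown as inhibition above about 50% in the replicate tests, limit read from the data, passing the limit was not always enough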;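 note: agonist challenge used bursicon conditioned medium at about half maximal strength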
miR122 inh = miR-122 Renilla sensor signal increase in Huh7, primary screen, miR-122 inhibitor project, cell-based, single point, plate reader | 0.3% of 340,000 active | AID 602342, 2012 | activation (reporter increase), % at 12.5 µM | Huh7 miR-122 Renilla luciferase sensor, 48 h; neutral wells = 0, positive control = 100;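 active = mean replicate activation score at least 90 and every replicate individually at or above 90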;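 note: higher luciferase means less miR-122 activity so hits act as miR-122 inhibitors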
Casp6 inh = human caspase-6 inhibitors, primary screen, biochemical, VEID-R110 fluorescence, single point, set 2; P55212; purified caspase-6, Z-VEID-R110 cleavage fluorescence; inhibition, % at 12.5 µM; 0.53% of 350,000 active;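 active = mean inhibition across replicates at least about 35%, with every replicate also reaching that limit, limit read from the data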;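 note: 0% = median of neutral control wells and 100% = no fluorescence left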
Target sequence (P55212 24-179 limits assumed): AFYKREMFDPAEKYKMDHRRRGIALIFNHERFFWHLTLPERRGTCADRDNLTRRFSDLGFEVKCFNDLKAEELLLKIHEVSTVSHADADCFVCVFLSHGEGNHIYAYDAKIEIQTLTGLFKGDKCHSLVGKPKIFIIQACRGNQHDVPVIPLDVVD
Target sequence (P55212 194-293 limits assumed): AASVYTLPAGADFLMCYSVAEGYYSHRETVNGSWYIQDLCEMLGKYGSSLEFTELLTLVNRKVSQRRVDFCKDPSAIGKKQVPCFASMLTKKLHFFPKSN
EWS-Fli inh = EWS/Fli-driven NR0B1 reporter inhibitors, primary screen, A673 cells, NR0B1 luciferase, luminescence, MLPCN library | viability-normalised | 0.67% of 350,000 active | inhibition, % at 12.6 µM;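 active = mean inhibition of at least 50% after viability correction, with every replicate also passing that limit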;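 note: firefly luciferase signal divided by Alamar Blue viability fluorescence both relative to DMSO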
Cneo AK release = Cryptococcus neoformans cell lysis inducers, primary screen, AK release luminescence, single concentration | lysis activity, % at 15 µM | 0.2% of 360,000 active | C. neoformans lysis, adenylate kinase release luminescence, 4 h; normalised: neutral wells 0, clomiphene wells 100;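 active = mean lysis activity across replicates of at least 80%, whatever share of replicates individually reach that level; inactive = mean lysis activity below 80%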
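Material – Cryptococcus neoformans yeast cells · Quantity – 5 × 10^6 yeast cells/mL · Buffer or medium – YPD medium · Compound – single dose · Timing – 4 h static compound exposure, 37 °C, read 1 h post-reagent · Signal – adenylate kinase release luminescence · Read-out basis – lysis from increased AK signal · Benchmarks – Clomiphene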
PAX8 inh HTS = inhibitors of PAX8-driven TPO luciferase reporter, primary screen, RMG-I cells, single concentration; SteadyGlo, 24 h; inhibition, % at 12.6 µM; 1.2% of 360,000 active; AID 652154, 2013;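 active = mean replicate inhibition at least 60% with every replicate also reaching 60%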;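 note: luciferase light reporting Pax8 driven TPO promoter activity; plate controls were median of neutral control wells for no effect and mitoxantrone controls for full effect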
An asterisk follows results filed as active; . = not tested or not shown; [ ] = dose if it differs, or a comment.

SMILES	FN deposit inh	PGC1a acetyl inh	LGR2 inh	miR122 inh	Casp6 inh	EWS-Fli inh	Cneo AK release	PAX8 inh HTS
CC1CCN(C(=O)COC(=O)c2ccccc2NCCO)CC1	9	6	-2	-3	0	-2	1	-41
CCOC(=O)C(=CNc1ccc(NC2=NCC(C)S2)cc1)C(=O)OCC (stereo unspecified)	-8	-17	36	-16	-4	-1	2	7
Cc1cc(C)c(S(=O)(=O)N(C)CC(=O)NCc2ccncc2)c(C)c1	12	6	15	1	2	10	-3	24
O=C(Cc1ccc([N+](=O)[O-])cc1)NCC1CCCO1 (stereo unspecified)	2	-4	-5	-4	2	-13	2	7
COc1ccc(C(C)NC(=O)c2ccccc2Br)cc1OC (stereo unspecified)	-9	17	18	-4	-2	-2	1	-3
O=[N+]([O-])c1cccc(CSc2ncnc3ccccc23)c1	-2	.	36	.	.	1	.	-3
N#C[C@@H]1[C@@H](c2ccc(C#Cc3cccnc3)cc2)[C@@H](CO)N1C(=O)NC1CCCCC1	-3	0	11	.	2	-9	0	0
COc1ccc(C(C)=O)cc1COC(=O)CCC(=O)c1cccs1	7	6	-3	-7	1	2	2	4
N#Cc1ccc(NC(=O)c2cc(-c3cccs3)on2)cc1	12	6	-12	-14	3	-3	-1	11
CC(C)=CCC/C(C)=C/CNC(=O)C[C@H]1C[C@H](C(=O)N(C(C)C)C(C)C)[C@@]2(C)c3[nH]c4ccc(Cl)cc4c3CCN2C1=O	-6	-9	-2	-1	3	-5	10	7
COc1ccc(CN(C)C[C@@H]2Oc3ccc(NC(=O)Nc4c(C)noc4C)cc3C(=O)N([C@@H](C)CO)C[C@H]2C)cc1	1	4	3	4[16.7 µM]	-3	1	-5	-11
CC(C)c1ccc(NC(=O)CCS(=O)(=O)c2cccc3nonc23)cc1	7	6	2	3	1	-12	1	14
CCCCCCCC[n+]1c(C)n(-c2ccccc2)c2ccc(NC(C)=O)cc21	-8	.	20	.	4	22	.	53
O=C(CSc1nnc(COc2cccc3cccnc23)o1)c1ccc(F)cc1	.	.	5	-1	0	0	0	.
CN(Cc1ccccc1)S(=O)(=O)c1ccc(NS(C)(=O)=O)cc1	-2	4	21	1	.	.	-2	.
CCc1ccc(NC(=O)CSCCO)cc1	5	3	-9	1	0	-17	-2	-30
COc1ccc(C)cc1Nc1nc(-c2c[nH]c3ccccc23)cs1	5	.	-2	.	2	11	.	1
CSCCC(NS(=O)(=O)c1ccc(C)cc1)C(=O)N1CCN(S(=O)(=O)c2ccc(F)cc2)CC1 (stereo unspecified)	-3	10	2	0	0	1	1	15
COc1ccc(S(=O)(=O)N2CCOCC2)cc1NC(=O)COC(=O)CCOc1ccc(C)cc1	0	-1	5	-2	2	-4	-2	2
CNC(=O)C1CN(C(=O)c2cccc(S(=O)(=O)N3c4ccccc4CC3C)c2)c2ccccc2O1 (stereo unspecified)	2	2	5	2	-1	7	-2	15
CS(=O)(=O)N(CC(=O)Nc1cccnc1)c1ccc2c(c1)OCO2	12	-12	-2	-5	.	.	-2	.
COc1ccc(C(=O)/C=C(\C)Nc2ccc(NC(C)=O)cc2)cc1	.	-4	-8	5	-2	-22	4	.
C[C@H](CO)N1C[C@H](C)[C@@H](CN(C)S(C)(=O)=O)Oc2cc(C3=CCCCC3)ccc2S1(=O)=O	-2	-10	8	15[16.7 µM]	1	1	-3	.
COc1ccc(C2=NCCn3nc4cc([N+](=O)[O-])ccc4c32)cc1	0	8	3	-2	.	4	3	-4
O=C(O)CCCNC(=O)c1ccccn1	-5	.	-12	.	-4	-2	.	11

Next section.
SMILES	FN deposit inh	PGC1a acetyl inh	LGR2 inh	miR122 inh	Casp6 inh	EWS-Fli inh	Cneo AK release	PAX8 inh HTS
O=C(C[C@H]1CC[C@H](NC(=O)c2cccc(F)c2)[C@H](CO)O1)NCCN1CCCC1	5	12	-3	2[16.7 µM]	-7	-1	25	1
O=C(C[C@H]1C[C@@H]2c3cc(NC(=O)CC4CC4)ccc3O[C@@H]2[C@H](CO)O1)NCCN1CCCCC1	-9	3	-5	1[16.7 µM]	0	8	-1	-34
COc1cc2[nH]c(=O)n(Cc3ccc(C(=O)NCCCN4CCN(C)CC4)cc3)c(=O)c2cc1OC	1	11	.	.	.	.	2	-7
O=S(=O)(c1ccc(Cl)nc1)N(Cc1ccccc1)Cc1ccccc1	6	.	25	9	.	.	3	10
Cc1ccc(S(=O)(=O)N2CCN(C(=O)Cc3ccccc3)CC2)cc1C	.	-10	2	.	0	4	-2	6
CCOC(=O)C1C(=O)CC(C)(O)C(C(=O)OCC)C1c1cccc(OC)c1 (stereo unspecified)	.	.	7	-1	-1	-1	7	.
C[C@H](CO)N1C[C@H](C)[C@@H](CN(C)C(=O)Nc2cccc(F)c2)Oc2ncc(C3=CCCCC3)cc2C1=O	-1	-6	6	-18[16.7 µM]	1	2	-1	7
Cc1nc2cc(NC(=O)Nc3cccc4ccccc34)ccc2n1C	-3	1	-14	-5	1	-135	.	-122
CCOC(=O)Cc1csc(NC(=O)c2cccc([N+](=O)[O-])c2)n1	.	-3	-6	4	-3	-4	3	-6
COc1ccc(S(=O)(=O)NCC2CCC(C(=O)O)CC2)cc1 (stereo unspecified)	-1	.	1	-10	-1	6	1	-1
Cc1cc(F)ccc1NCc1ccccc1[N+](=O)[O-]	-11	-14	0	4	4	-1	1	15
O=C(CSc1nnc(NC(=O)c2c(F)cccc2F)s1)NC1CCCC1	4	-1	4	-4	-2	-8	-2	-1
O=C(Nc1cccnc1)c1ccc(NS(=O)(=O)c2cccc([N+](=O)[O-])c2)cc1	8	-2	14	-5	1	9	.	-15
Cc1cc(C)c(NC(=O)CSCc2c(C)noc2C)c(Cl)c1	-2	.	11	.	1	-5	.	-6
Cc1cc(C(F)(F)F)n(-c2nc(C(=O)Nc3cccnc3)cs2)n1	3	8	-3	0	-3	4	5	-5
O=C(NCc1ccccc1)C(c1ccncc1)n1c(=O)c(-c2ccccc2)nc2ccccc21 (stereo unspecified)	-1	.	-39	.	0	-38	.	-25
Cc1ccc(-c2cnc(C(O)c3cc(F)cc(Cl)c3)[nH]2)cc1 (stereo unspecified)	-4	.	1	11	1	-2	1	-32
Cc1cc(=O)n2[nH]cnc2n1	5	.	4	.	-7	12	.	13
CN(C)c1ccnc(Oc2ccc(F)cc2)c1C#N	.	-8	2	-3	0	.	0	.
CCC1=C2CC[C@H]3C(=O)N(C)C(=O)[C@H]3[C@H]2[C@@]2(Cc3ccccc3)C(=NCCOC)OC(=O)N2C1=O	19	5	-1	-5	5	4	0	-3
CCN1CCN(P2(=O)C=C(c3ccccc3)OC(c3ccccc3)=C2)CC1	.	-3	-5	2	-3	11	-2	.
CCCCN(C)C1CCN(C(=S)Nc2cccc(SC)c2)CC1	8	-9	-5	.	-3	4	.	10
CC1=CC(C)(C)NC(=S)N1c1ccccc1	.	10	11	-1	-2	-2	11	.
Cc1ccc(S(=O)(=O)Nc2ccc3c(c2)C(=O)N([C@H](C)CO)C[C@H](C)[C@@H](CN(C)S(=O)(=O)c2cccs2)OCCCC[C@H](C)O3)cc1	8	-5	9	0[16.7 µM]	-1	8	-5	77*
CCc1ccccc1NC(=O)CCN1C(=O)C2C3CCC(C3)C2C1=O (stereo unspecified)	3	.	.	.	-5	3	.	13

Additional entries.
SMILES	FN deposit inh	PGC1a acetyl inh	LGR2 inh	miR122 inh	Casp6 inh	EWS-Fli inh	Cneo AK release	PAX8 inh HTS
CCCCCCCCC(=O)c1c(OC)oc(C=O)cc1=O	7	4	.	-10	72*	3	0	-7
O=C(CN1C(=O)C2CC=C(Cl)CC2C1=O)Nc1ccc(C(=O)O)cc1 (stereo unspecified)	-5	-7	.	-9	.	.	1	.
Cn1nnnc1NCc1ccc(Cl)cc1	.	.	-14	.	6	9	.	-4
O=C(NCCCN1CCC(Cc2ccccc2)CC1)C1CCC(=O)N1C1CCCC1 (stereo unspecified)	-4	-18	1	1	-12	-2	-6	-14
COC(=O)/C(C#N)=C/N(C)C	-1	15	.	.	4	-2	.	-10
COc1ccccc1OCCSc1nc2ccccc2c(=O)[nH]1	10	-2	-7	-1	.	.	5	.
N#C/C(=C/c1cccn1-c1cccc(C(=O)O)c1)c1ccc(F)cc1	-4	-4	2	.	70*	-3	.	24
Cc1ccc(S(=O)(=O)Nc2ccc3c(c2)CC(=O)N([C@H](C)CO)C[C@H](C)[C@@H](CN(C)C(=O)Nc2ccccc2)O3)cc1	.	-6	-32	-2[16.7 µM]	-1	12	4	9
CO/N=C(/CS(=O)Cc1ccc(Cl)cc1)c1ccc(Cl)cc1 (stereo unspecified)	-1	6	7	-5	.	.	1	.
O=C(C[C@H]1CC[C@@H](NS(=O)(=O)c2ccc(F)cc2)[C@H](CO)O1)NCc1ccncn1	.	10	7	.	0	3	-4	-34
O=S(=O)(N[C@H]1CC[C@H](CCn2cc(-c3cccnc3)nn2)O[C@H]1CO)c1ccccc1	.	-16	-11	.	-1	3	0	-2
COC(=O)c1sc(NC(=O)COc2cccc(C)c2)nc1C	-1	.	-15	5	.	.	1	-28
O=C(CNC(=O)c1cccc(Br)c1)N/N=C/c1cc(Br)cc(Br)c1O	5	-5	19	2	1	7	3	9
CCCC(=O)Nc1ccc2c(c1)C(=O)N(C)[C@@H]1CC[C@H](CC(=O)NCCOC)O[C@@H]1CO2	-15	3	-1	7[16.7 µM]	.	12	1	-15
COc1cc(S(=O)(=O)NCCN2CCOCC2)ccc1-n1cnnn1	9	.	4	.	2	-9	.	-14
C[C@H](CO)N1C[C@H](C)[C@@H](CN(C)C(=O)Nc2cccc3ccccc23)OCCCC[C@H](C)Oc2ccc(NS(=O)(=O)c3cccs3)cc2C1=O	.	.	43	-12[16.7 µM]	7	11	-3	14
Cc1ccc(CN2CCCC2(C)C(=O)NC(C)C)cc1 (stereo unspecified)	0	-11	4	-3	.	5	0	0
COc1cc(OC)cc(C(=O)Nc2ccc3c(c2)COC3=O)c1	8	-5	.	10	.	.	0	.
C/C(=N\O)c1oc2ccc3c(C)cc(=O)oc3c2c1C	-5	.	9	.	-3	6	.	-8
CNS(=O)(=O)c1cccc(C(=O)NCC(c2cccs2)N2CCOCC2)c1 (stereo unspecified)	0	.	11	.	-1	-2	.	-7

6 records drawn at random from those above, as already listed:
SMILES	FN deposit inh	PGC1a acetyl inh	LGR2 inh	miR122 inh	Casp6 inh	EWS-Fli inh	Cneo AK release	PAX8 inh HTS
COc1cc(S(=O)(=O)NCCN2CCOCC2)ccc1-n1cnnn1	9	.	4	.	2	-9	.	-14
O=C(CNC(=O)c1cccc(Br)c1)N/N=C/c1cc(Br)cc(Br)c1O	5	-5	19	2	1	7	3	9
COc1cc(OC)cc(C(=O)Nc2ccc3c(c2)COC3=O)c1	8	-5	.	10	.	.	0	.
Cn1nnnc1NCc1ccc(Cl)cc1	.	.	-14	.	6	9	.	-4
CNS(=O)(=O)c1cccc(C(=O)NCC(c2cccs2)N2CCOCC2)c1 (stereo unspecified)	0	.	11	.	-1	-2	.	-7
CO/N=C(/CS(=O)Cc1ccc(Cl)cc1)c1ccc(Cl)cc1 (stereo unspecified)	-1	6	7	-5	.	.	1	.
